Bioassay records from PubChem.
HCMV inh: qHTS Assay for inhibitors of the human cytomegalovirus (HCMV); HFF cells, HCMV-luciferase reporter, 72 h; stronger effect = lower value; activity change, negative = inhibition, % at 57.5 µM; 410,000 compounds, 4.5% hits; in the data active = activity change below about -60%; inconclusive = no clear call, values can overlap the other calls; inactive = above about -39%
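Cell-based, HFFs, 1000 cells/well, 16 h 37C; cpds in DMSO + HCMV-luc, MOI 1 PFU/cell; 72 h 37C; OneGlo luminescence after 5 min RT; norm. to buffer vs Salinomycin 10uM.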
FBPA Giardia inh: qHTS Assay for Inhibitors of Fructose-1,6-bisphosphate Aldolase from Giardia Lamblia; A8B2U2; purified Giardia FBPA; Potency, µM (top dose mostly 59.6 µM), without a hit: at the top dose activity, negative = inhibition, actives largely listed as inhibitors; 290,000 compounds, 0.71% hits; AID 2451, 2010; note: potency is the fitted concentration of half-maximal effect; nearly all actives have a fitted effect of over 55% in size
Target sequence (A8B2U2 whole entry, looked up): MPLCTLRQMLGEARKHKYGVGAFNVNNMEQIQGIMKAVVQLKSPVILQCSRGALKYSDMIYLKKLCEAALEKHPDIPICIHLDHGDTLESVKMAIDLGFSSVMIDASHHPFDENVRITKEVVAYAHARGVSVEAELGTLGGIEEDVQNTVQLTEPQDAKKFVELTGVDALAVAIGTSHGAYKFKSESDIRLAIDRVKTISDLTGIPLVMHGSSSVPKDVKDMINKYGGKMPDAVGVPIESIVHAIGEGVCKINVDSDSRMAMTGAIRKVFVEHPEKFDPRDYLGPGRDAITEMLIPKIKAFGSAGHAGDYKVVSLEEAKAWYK
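40 nM FBPA preincubated 10 min at RT with compound (up to 57.5 uM final), then substrate plus GAPDH/TPI/NAD/arsenate coupling and diaphorase/resazurin added. Fluorescence read after 20 min at RT, 525/598 nm.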
AMA1-RON2 inh: qHTS for Inhibitors of AMA1-RON; Towards Development of Antimalarial Drug Lead: Primary Screen; AlphaScreen AMA1-biotinylated RON2 peptide binding; Potency, µM (series often up to 58.2 µM), for the others: at the top dose activity change, negative = inhibition, actives largely listed as inhibitors; 360,000 compounds, 0.2% hits; AID 720542, 2013;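 note: potency is the fitted concentration of half-maximal effect; 0% = vehicle wells and -100% = peptide control; nearly all actives have a fitted effect of over 45% in size; some results filed as inactive show a strong effect at the top dose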
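AMA1 (3D7) with his tag at 25 nM final met compounds first, then biotinylated RON2 peptide at 25 nM; detection used donor plus acceptor beads, 10 µg/mL apiece, read by AlphaScreen after 30 min at room temperature.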
Sm TGR inh: qHTS Assay for the Inhibitors of Schistosoma Mansoni Peroxiredoxins | 360,000 compounds, 3% hits | Schistosoma mansoni thioredoxin glutathione reductase (TGR), Q962Y6 | purified TGR, DTNB reduction, TNB absorbance 405 nm | Potency, µM (highest dose often 114 µM), for the others: at the top dose activity change, negative = inhibition, most hits filed as inhibitors; note: potency is the fitted concentration of half-maximal effect; nearly all actives have a fitted effect of over 60% in size
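First, TGR (20 nM dispensed) and NADPH were mixed with compound. Second, a 15 min room-temperature incubation followed. Third, further NADPH and then DTNB were added to start the reaction. Finally, TNB absorbance was monitored kinetically.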
AmpC inh no detg: qHTS Inhibitors of AmpC Beta-Lactamase (assay without detergent). P00811. AmpC nitrocefin hydrolysis, absorbance 480 nm, 0.0001% Triton. Potency, µM (doses to about 57.1 µM), for inactives: at the top dose activity change, negative = inhibition, most hits filed as inhibitors. 330,000 compounds, 0.52% hits. AID 485341, 2010;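 note: potency is the fitted concentration of half-maximal effect; plate controls were no compound for no effect and no enzyme for full effect; nearly all actives have a fitted effect of over 20% in size; some results filed as inactive show a strong effect at the top dose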
Target sequence (P00811 whole entry, looked up): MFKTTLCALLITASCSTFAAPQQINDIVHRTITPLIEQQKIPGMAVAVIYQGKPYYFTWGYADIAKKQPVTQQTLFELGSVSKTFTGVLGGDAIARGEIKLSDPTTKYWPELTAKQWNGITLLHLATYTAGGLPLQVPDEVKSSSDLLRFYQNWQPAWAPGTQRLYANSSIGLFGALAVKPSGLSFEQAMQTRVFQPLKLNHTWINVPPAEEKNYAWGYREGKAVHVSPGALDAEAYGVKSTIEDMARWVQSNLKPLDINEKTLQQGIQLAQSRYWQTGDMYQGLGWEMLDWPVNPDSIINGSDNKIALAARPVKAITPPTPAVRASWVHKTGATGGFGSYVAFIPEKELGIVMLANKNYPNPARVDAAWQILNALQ
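20 mM phosphate pH 7.0 + 0.01% (detergent screen) or 0.0001% Triton X-100; 5.3 nM AmpC reagent; cpd preinc 15 min RT; nitrocefin (800 uM stock) to start; A480 q20 s × 4 min; Activity was normalised to no-enzyme and no-compound control wells.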
AmpC inh detg: qHTS Inhibitors of AmpC Beta-Lactamase (assay with detergent); P00811; AmpC hydrolysis of nitrocefin, absorbance 480 nm, 0.01% Triton; Potency, µM (series often up to 114 µM), for inactives: at the highest dose activity change, negative = inhibition, hits mostly inhibitors; 370,000 compounds, 0.041% hits;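 note: potency is the fitted concentration of half-maximal effect; 0% = no-compound wells and -100% = no-enzyme wells; nearly all actives have a fitted effect of over 25% in size; some results filed as inactive show a strong effect at the top dose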
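20 mM phosphate pH 7.0 + 0.01% (detergent screen) or 0.0001% Triton X-100; 5.3 nM AmpC reagent; cpd preinc 15 min RT; nitrocefin (800 uM stock) to start; A480 q20 s × 4 min; Activity was normalised to no-enzyme and no-compound control wells.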
* hit, by the source's call; u = inconclusive; x = no result given; [ ] = remark or other dose. Unless noted, calls come from the whole dose curve; as a rule, active = well fitted curve in the direction sought with a large enough effect; inconclusive = small, poorly fitted or top-dose-only effect, or another doubt; inactive = no such curve, though single readings can be large; an effect the other way counts as inactive or inconclusive. Unless noted, % is set by controls: 0 for no effect and ±100 for the full control effect.

Values run as follows: HCMV inh	FBPA Giardia inh	AMA1-RON2 inh	Sm TGR inh	AmpC inh no detg	AmpC inh detg
[1] COc1ccc(/C=C(\NC(=O)c2ccccc2)C(=O)NC2CCCCC2)cc1
→ -11	x	x	-6%	x	-1%
[2] CCOc1ccc(S(=O)(=O)N2CCC(C(=O)NC3CCCC3)CC2)cc1
→ -11	x	11%	-4%	-2%	7%
[3] CCOC(=O)CN1C(=O)C(=O)N(Cc2ccccc2F)C1=O
→ -15	3%	-9%	-10%	-16%	1%
[4] CC(NC(=O)CCc1nnc(-c2ccc(-c3ccccc3)cc2)o1)c1nccs1 (centres undefined)
→ u	-1%	-10%	2%[57.1 µM]	103%[activator]	-4%
[5] CCCCOC(=O)CSC1=C(C#N)C(c2cccnc2)C(C(=O)OCC)=C(c2ccccc2)N1 (centres undefined)
→ u	-6%	26%	6%	47%	u
[6] Cc1ccc(NS(=O)(=O)c2ccc(Cl)c(C(=O)Nc3cccc(C(=O)O)c3)c2)cc1
→ 21	1%	-5%	-5%	-28%	u
[7] Cc1cccn2c(=O)cc(COc3ccc(NC(=O)C(C)C)cc3)nc12
→ -22	x	x	1%	x	-4%
[8] Cc1ccc(S(=O)(=O)N2CCCCC2)cc1NC(=O)Cc1c[nH]c2ccccc12
→ 13	-3%	-3%	-1%	-40%	-2%
[9] O=C(Nc1ccccc1)NC1(C(=O)N2CCC(O)CC2)CCCCC1
→ -29	12%	0%	-7%	-3%	-1%
[10] COc1cc(/C=C2/NC(=O)N(Cc3ccccc3F)C2=O)cc(OC)c1O
→ -33	-24%	-7%	14µM*	-33%	4%
[11] C=C1SC(=Nc2ccccc2Cl)N(C(=O)c2sc3ccccc3c2Cl)C12CCCCC2
→ x	3%	x	8%	-37%	-6%
[12] Cc1cc2c(cc(C(=O)N3CCC(C(=O)NC4CCCC4)CC3)n2Cc2c(F)cccc2Cl)o1
→ -16	2%	8%	-21%	7%	-1%
[13] CCn1c(SCC(=O)Nc2ccc(C(=O)OC)cc2)nc2cccnc21
→ 2	-3%	5%	-4%	10%	7%
[14] CN(C)c1ccc(/C=N/NC(=O)CNC(=O)c2ccncc2)cc1
→ -12	1%	6%	5%	-6%	1%
[15] CCC(Oc1cccc(C)c1)C(=O)Nc1ccccc1C(=O)N1CCOCC1 (centres undefined)
→ 29	x	11%	13%	26%	3%
[16] CNC(=O)CCCN1C(=O)c2cccnc2Sc2ccccc21
→ 9	x	x	-1%	x	-2%
[17] O=C(NC1CCCCC1)N1CCCCCCC1
→ 29	11%	39%[activator]	0%	-3%	-11%
[18] COc1ccccc1OCCNC(=O)c1ccc(Br)cc1
→ 155	-5%	6%	-27%	-12%	2%
[19] Cn1c(CNC(=O)CNS(=O)(=O)c2ccccc2)cc(=O)n(C)c1=O
→ -27	x	12%	4%	-4%	1%
[20] CCN1CCN(c2oc(-c3ccc(COc4ccccc4C)o3)nc2C#N)CC1
→ -30	x	x	-1%	x	-3%
[21] O=C(Cn1c(=O)n(Cc2ccccc2)c(=O)c2oc3ccccc3c21)Nc1ccc(Cl)cc1
→ -3	x	x	-32%	x	20%
[22] Cc1cc(C)cc(NC(=O)c2ccc(CSc3nnnn3C)cc2)c1
→ -24	-15%	3%	7%	-21%	-11%
[23] Cc1ccc(C(=O)CCC2CCCCC2=O)cc1 (centres undefined)
→ 8	2%	-1%	6%	-1%	-19%
[24] O=C(CSc1cccc(C(F)(F)F)c1)Nc1cc(S(=O)(=O)N2CCCC2)ccc1Cl
→ -24	-2%	6%	-9%	-5%	-7%
[25] COC(=O)CCCC(=O)NCC1(N(C)Cc2ccccc2)Cc2ccccc2C1
→ 6	1%	0%	-2%	4%	u
[26] Cc1cccc(-n2c(C)nc3c(cnn3-c3ccc(F)cc3)c2=O)c1
→ u	-1%	16%	7%	-15%	-11%
[27] CC1Cc2ccccc2N1CC(=O)Nc1ccc(N2CCOCC2)cc1 (centres undefined)
→ 2	-1%	-18%	-3%	18%	-6%
[28] O=C(Nn1c(SCc2ccc([N+](=O)[O-])cc2)nc2ccccc2c1=O)c1ccc(F)cc1
→ 31	19%	-10%	2%	-45%	2%
[29] N/C(=N\N=C/c1ccc(-c2ccc(O)c(C(=O)O)c2)o1)N[N+](=O)[O-]
→ -25	-12%	-5%	-31%	-27%	-1%
[30] CCC(CC)NCc1ccc2c(c1)c1ccccc1n2CC
→ -33	u	-19%	8%[57.1 µM]	45%	-6%

Given with one line to a screen: eleven of the compounds above.
16) CNC(=O)CCCN1C(=O)c2cccnc2Sc2ccccc21
17) O=C(NC1CCCCC1)N1CCCCCCC1
18) COc1ccccc1OCCNC(=O)c1ccc(Br)cc1
19) Cn1c(CNC(=O)CNS(=O)(=O)c2ccccc2)cc(=O)n(C)c1=O
20) CCN1CCN(c2oc(-c3ccc(COc4ccccc4C)o3)nc2C#N)CC1
21) O=C(Cn1c(=O)n(Cc2ccccc2)c(=O)c2oc3ccccc3c21)Nc1ccc(Cl)cc1
22) Cc1cc(C)cc(NC(=O)c2ccc(CSc3nnnn3C)cc2)c1
23) Cc1ccc(C(=O)CCC2CCCCC2=O)cc1 (centres undefined)
24) O=C(CSc1cccc(C(F)(F)F)c1)Nc1cc(S(=O)(=O)N2CCCC2)ccc1Cl
25) COC(=O)CCCC(=O)NCC1(N(C)Cc2ccccc2)Cc2ccccc2C1
assay / compound | 16 | 17 | 18 | 19 | 20 | 21 | 22 | 23 | 24 | 25
HCMV inh | 9 | 29 | 155 | -27 | -30 | -3 | -24 | 8 | -24 | 6
FBPA Giardia inh | x | 11% | -5% | x | x | x | -15% | 2% | -2% | 1%
AMA1-RON2 inh | x | 39%[activator] | 6% | 12% | x | x | 3% | -1% | 6% | 0%
Sm TGR inh | -1% | 0% | -27% | 4% | -1% | -32% | 7% | 6% | -9% | -2%
AmpC inh no detg | x | -3% | -12% | -4% | x | x | -21% | -1% | -5% | 4%
AmpC inh detg | -2% | -11% | 2% | 1% | -3% | 20% | -11% | -19% | -7% | u

26) Cc1cccc(-n2c(C)nc3c(cnn3-c3ccc(F)cc3)c2=O)c1
assay / compound | 26
HCMV inh | u
FBPA Giardia inh | -1%
AMA1-RON2 inh | 16%
Sm TGR inh | 7%
AmpC inh no detg | -15%
AmpC inh detg | -11%

Carrying on.
Values run as follows: HCMV inh	FBPA Giardia inh	AMA1-RON2 inh	Sm TGR inh	AmpC inh no detg	AmpC inh detg
[31] O=C(COC(=O)c1ccccc1Br)Nc1ccc2[nH]c(=O)[nH]c2c1
→ -31	x	-1%	-10%	-39%	-20%
[32] CC(C)c1ccc(NC(=O)C2CSC3(C)CCC(=O)N23)cc1 (centres undefined)
→ 9	x	-1%	6%	11%	5%
[33] COC(=O)c1ccccc1N/C=C1\CCc2c(c(C)nn2-c2ccccn2)C1=O
→ -3	u	-2%	u	-9%	4%
[34] CN(C)CCNC(=O)NC1CCCCC1
→ -33	1%	-1%	0%[11.4 µM]	1%	-11%
[35] CS(=O)(=O)N1CCC(C(=O)Nc2cccc(C(F)(F)F)c2)CC1
→ 21	1%	-6%	-4%	-6%	u
[36] Cc1cccc(-n2c3c(cc(-c4nc(-c5ccc(Cl)cc5)cs4)c2=O)C(=O)CC(C)(C)C3)c1
→ -7	x	x	2%	x	24%
[37] Cc1cccc(C)c1OCC(=O)N(Cc1ccco1)C1CCS(=O)(=O)C1 (centres undefined)
→ x	-6%	1%	-25%	5%	-5%
[38] CCCCN1CCc2c([nH]c3c(C)cccc23)C1=O
→ 48	-23%	3%	15%[11.4 µM]	-1%	0%
[39] Brc1ccc(CNCc2cccs2)cc1
→ -14	-8%	12%	3%	-15%	-5%
[40] CCN1CCN(C(=O)CN(CC)S(=O)(=O)c2ccc(F)cc2)CC1
→ 45	2%	15%	0%	-10%	-9%
[41] COc1ccccc1CNC(=O)c1cc2c(C)nn(Cc3ccc(F)cc3)c2s1
→ -33	-1%	-4%	-21%	-15%	u
[42] C=CCN(C(=O)c1csnn1)C(C(=O)NCc1ccccc1)c1c(F)cccc1Cl (centres undefined)
→ -31	1%	-1%	-1%	-26%	-10%
[43] COc1ccc(Cn2c(CCC(=O)O)nc3cccnc32)cc1
→ 13	5%	-7%	4%	-10%	u
[44] CC(Sc1ccc(Cl)cc1)C(=O)NCC(c1ccco1)N1CCCCC1 (centres undefined)
→ -34	x	4%	-3%	50%	0%
[45] COc1cc(OC)c2cc(C(=O)N/N=C/c3ccccc3O)[nH]c2c1
→ -96*	-7%	42%[activator]	32%	-34%	-2%
[46] CN(C)c1nc(Oc2ccc(=O)n(C)n2)nc(N2CCOCC2)n1
→ 14	0%	13%	7%	0%	2%
[47] CCSC1=NCCN1C(=O)c1c(-c2ccccc2Cl)noc1C
→ -18	2%	-7%	-1%	14%	-1%
[48] COc1cc2nc(CN(C)Cc3ccc(Cl)cc3)[nH]c(=O)c2cc1OC
→ -6	2%	30%[activator]	-2%	-25%	5%
[49] CCCN(C(=O)COC(=O)CNC(=O)c1ccc2ccccc2c1)c1c(N)n(Cc2ccccc2)c(=O)[nH]c1=O
→ -11	x	-5%	-17%	-18%	-7%
[50] CC(C)[N+](C)(C)CC#CC(O)(c1ccccc1)c1ccccc1
→ 43	-3%	8%	0%	-17%	1%
[51] Cc1cccc(N=Nc2cnc(N)s2)c1
→ 0	0%	-18%	5%	-35%	9%
[52] O=C(Cn1c(=O)c2cc(Cl)ccc2n2nncc12)Nc1ccccc1
→ 8	x	x	2%	x	-7%
[53] C=CCn1c(COc2cccc3ccc(C)nc23)nnc1SCC(=O)O
→ 16	14µM*	-3%	14%	x	-9%
[54] CNC(C)Cc1ccccc1 (centres undefined)
→ u	x	8%	x	-24%	x
[55] O=C(CN1C(=O)NC2(CCCC2)C1=O)Nc1ccccc1C(F)(F)F
→ -29	x	-17%	-4%	-2%	3%
[56] CCc1ccc2c(COC(=O)C3CSC4(C)CCC(=O)N34)cc(=O)oc2c1 (centres undefined)
→ -21	x	-6%	2%	4%	1%
[57] Oc1ccccc1C1=Nc2ncnn2C(c2ccc(F)cc2)C1 (centres undefined)
→ 77	7%	11%	14µM*	-32%	0%
[58] Cc1[nH]n(-c2ccccc2)c(=O)c1C(C[N+](=O)[O-])c1ccccc1Cl (centres undefined)
→ 8	-23%	-21%	29%	-39%	-10%
[59] COC(=O)NCCOc1cc(C)ccc1C
→ -34	0%	7%	5%	-13%	-7%
[60] CCn1c(N2CCC(Cc3ccccc3)CC2)nc2c1c(=O)[nH]c(=O)n2C
→ 44	-7%	-22%	6%	85%[activator]	-16%
[61] CC1(C)OC(=O)C=C[C@]2(C)[C@H]3CC[C@@]4(C)[C@H](C(=O)O)OC(=O)[C@H]5O[C@]54[C@]3(C)C(=O)C[C@@H]12
→ 1	x	-6%	5%	-5%	5%
[62] CCc1ccc(-n2c(SCC(=O)Nc3cc(C)[nH]n3)nc3[nH]ncc3c2=O)cc1
→ u	0%	-6%	-23%	-11%	0%
